CHRM1 agonist – human M1 muscarinic receptor agonists, primary screen, Fluo-8 calcium fluorescence, CHO-K1 cells, HTS; Muscarinic acetylcholine receptor M1 (Homo sapiens), P11229; CHO-K1 hM1, agonist mode; 0% DMSO, 100% acetylcholine EC100; activation, % at 3 µM; 0.33% of 360,000 active;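 active means activation above the run's mean compound activation plus 3 SD, cut at about 16% in these data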;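 further: peak over basal fluorescence ratio within a 140 s kinetic read after compound addition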
Target sequence (P11229 whole entry, looked up): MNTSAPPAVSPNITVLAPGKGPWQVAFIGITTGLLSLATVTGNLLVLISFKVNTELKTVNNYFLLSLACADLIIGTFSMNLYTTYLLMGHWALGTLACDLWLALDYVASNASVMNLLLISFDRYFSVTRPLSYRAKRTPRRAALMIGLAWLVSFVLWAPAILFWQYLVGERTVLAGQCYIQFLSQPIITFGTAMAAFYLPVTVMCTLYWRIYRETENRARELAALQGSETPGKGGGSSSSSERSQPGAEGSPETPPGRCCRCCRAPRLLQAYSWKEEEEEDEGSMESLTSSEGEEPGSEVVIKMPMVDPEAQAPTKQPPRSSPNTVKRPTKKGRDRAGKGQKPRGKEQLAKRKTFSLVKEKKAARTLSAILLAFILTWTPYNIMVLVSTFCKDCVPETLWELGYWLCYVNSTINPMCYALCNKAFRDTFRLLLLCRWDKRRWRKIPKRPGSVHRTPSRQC
TAAR1 agonist – human TAAR1 agonists, primary screen, Fluo-8 calcium fluorescence, CHO RD-HGA16 cells | vehicle wells 0%, saturating PEA agonist 100% | activation, % at 3 µM | 0.99% of 360,000 active | AID 624467, 2012;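 active means activation above the mean activation of all test compounds in the run plus 3 SD, cut at about 38% in these data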
Target sequence (Q96RJ0 whole entry, looked up): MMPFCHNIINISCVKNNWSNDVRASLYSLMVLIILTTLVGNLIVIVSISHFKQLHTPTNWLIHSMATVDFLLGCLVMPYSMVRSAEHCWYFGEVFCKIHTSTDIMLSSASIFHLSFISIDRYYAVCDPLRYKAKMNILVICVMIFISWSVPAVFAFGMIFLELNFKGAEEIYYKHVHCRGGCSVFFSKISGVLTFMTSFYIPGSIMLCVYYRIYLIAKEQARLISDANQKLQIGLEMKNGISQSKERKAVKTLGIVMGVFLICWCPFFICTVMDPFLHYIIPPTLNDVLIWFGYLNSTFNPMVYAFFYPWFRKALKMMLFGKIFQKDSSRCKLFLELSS
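Benchmarks: low control DMSO, high control PEA (EC100); System: CHO RD-HGA16 cells carrying human TAAR1 plus Gα16; Detection: Fluo-8 fluorescence, 5 s baseline then 140 s kinetic read; Schedule: 17-24 h plating, Fluo-8 75 min 37 °C, 30 min RT; Read-out basis: % activation from peak over basal fluorescence ratio, DMSO-to-PEA scaled.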
CHO-K1 Ca PAM – nonselective calcium activators in parental CHO-K1 cells, primary screen, counter-screen for M1 PAM project, cell-based, Fluo-8 calcium fluorescence, full deck, 1536-well; ATP EC20; 0% at ATP EC20, 100% at ATP max; activation, % at 3 µM; 0.02% of 360,000 active; AID 602247, 2012;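 active means activation above the run cutoff, the mean activation of all test compounds plus 3 SD, cut at about 40% in these data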;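 further: peak over basal fluorescence ratio in a 140 s read after ATP addition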
CHO-K1 Ca antag – M1 antagonist counterscreen hit in parental CHO-K1 cells; ATP-induced calcium, Fluo-8 fluorescence; inhibition, % at 3 µM; 0.6% of 360,000 active;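 active means inhibition above a per-plate cutoff, the plate's mean sample inhibition plus 3 SD, cut at about 24% in these data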;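 further: 0% = DMSO plus EC80 ATP and 100% = DMSO alone without ATP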
TAAR1 antag – human TAAR1 antagonists, primary screen, Fluo-8 calcium fluorescence, CHO RD-HGA16 cells. Trace amine-associated receptor 1 (Homo sapiens), Q96RJ0. antagonist. inhibition, % at 3 µM. 1.5% of 360,000 active. AID 624466, 2012;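 active means inhibition above a per-plate cutoff, the mean inhibition of test compounds on that plate plus 3 SD, cut at about 49% in these data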;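 further: 0% = DMSO plus EC80 beta-PEA response and 100% = DMSO alone without agonist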
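Assay system: RD-HGA16 CHO cells with stable hTAAR1 and Gα16 / Reagent: EC80 β-phenethylamine stimulus / Doses: 3 µM, single point / Timing: dye loading 75 min at 37 °C, then 30 min room temperature / Measured by: Fluo-8 intracellular calcium dye fluorescence, real-time kinetic reads / Controls: vehicle wells and EC80 agonist wells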
M1 PAM – human M1 muscarinic receptor positive allosteric modulators, primary screen, CHO-K1 cells, Fluo-8 calcium fluorescence, 1536-well; Muscarinic acetylcholine receptor M1 (Homo sapiens), P11229; CHO-K1 hM1, ACh EC20; 0% = ACh EC20, 100% = maximal ACh; activation, % at 3 µM; 0.088% of 360,000 active; AID 588819, 2011; in the data active means activation above about 19%, passing the limit was not always enough
CHO-K1 Ca ag – counter-screen for M1 agonists: effect in parental CHO-K1 cells; 0.48% of 360,000 active; Fluo-8 calcium fluorescence; scaled to maximal ATP response, vehicle zero; activation, % at 3 µM; in the data active means activation above about 15%;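 further: untransfected CHO-K1 host cells lacking M1 receptor as counterscreen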
CHRM1 antagonist – human M1 muscarinic receptor antagonists, primary screen, CHO-K1 cells, Fluo-8 calcium fluorescence, 1536-well; inhibition, % at 3 µM; CHO-K1 hM1, ACh EC80 antagonist; 1.3% of 360,000 active; Muscarinic acetylcholine receptor M1 (Homo sapiens), P11229;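 active means percent inhibition above its own plate's cutoff, namely the mean of that plate's compound wells plus 3 SD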;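 further: peak over basal fluorescence ratio during 140 s after agonist addition; 0% = ACh EC80 plus DMSO and 100% = DMSO alone without agonist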
CHO parental Ca – ATP-evoked calcium signal inhibitors, parental CHO, primary screen, counter-screen for OX1R antagonist project, cell-based, fluorescence, Fluo-8 calcium dye | parental CHO-K1, ATP-induced calcium, Fluo-8 fluorescence | inhibition, % at 5.6 µM | 0.63% of 330,000 active | AID 463079, 2010;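 active means inhibition above that plate's mean sample inhibition plus 3 SD, cut at about 26% in these data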;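 further: 0% = ATP-challenged DMSO wells and 100% = DMSO wells without ATP; some compounds past the cut are filed as inactive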
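Test system: untransfected parental CHO cell line; also added: ATP stimulus; dosing: 5.6 µM, single dose; signal: calcium-sensitive Fluo-8 fluorescence; measure: percent inhibition of ATP-evoked calcium rise, normalized to controls; benchmarks: low control ATP plus DMSO, high control DMSO only; replication: one well per compound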
Active calls of the source: *; · = not tested or not shown.

smiles	CHRM1 agonist	TAAR1 agonist	CHO-K1 Ca PAM	CHO-K1 Ca antag	TAAR1 antag	M1 PAM	CHO-K1 Ca ag	CHRM1 antagonist	CHO parental Ca
C[C@H](CO)N1C[C@H](C)[C@@H](CN(C)C(=O)NC2CCCCC2)Oc2ccc(NS(=O)(=O)c3cn(C)cn3)cc2C1=O	-4.2	0.2	15.4	-7.2	-7.0	11.5	1.3	-11.9	0.8
Clc1ccc(-c2cc3ccccc3nc2N2CCCC2)cc1	-4.8	23.7	10.4	-16.6	-9.2	4.7	0.1	-11.6	-23.6
COc1ccc(NC(=O)CN2CCC3(O)CCCCC3C2c2cc(OC)ccc2OC)cc1 (stereo not given)	-1.8	9.5	8.4	-2.5	22.4	4.3	3.6	-5.9	-8.1
Cc1cc(/C=C(/C#N)C(=O)Nc2ccccc2)c(C)n1-c1cccnc1	-1.9	19.7	-6.1	10.6	43.9	-4.0	1.1	15.1	-6.9
CC1CCCC(NC(=O)C2CC(=O)N(Cc3ccccc3)C2)C1C (stereo not given)	-3.4	3.5	15.5	-8.3	-14.7	2.5	1.3	-6.9	3.2
CC(C)c1ccccc1NCC(=O)N1CCN(Cc2ccccc2)CC1	-5.8	-0.2	-7.8	-3.9	-3.4	-0.6	0.7	-1.1	-9.6
O=C(CSc1ccsc1[N+](=O)[O-])Nc1cccc(F)c1	-6.7	2.6	13.5	-5.8	8.0	4.1	3.3	-9.4	·
O=C(Nc1ccc(Cl)cc1C(=O)NCc1cccnc1)c1ccc(Cl)cc1Cl	-14.5	2.3	13.7	-10.3	5.8	-12.0	1.1	9.9	-16.7
COc1ccc(CNC(=O)C(OC(C)=O)c2ccccn2)cc1 (stereo not given)	-1.7	11.5	11.6	-8.9	5.1	9.0	-0.2	-28.0	-3.4
C/C=C(\C)CN1CCCC(N(C)CCc2ccc(OC)c(OC)c2)C1 (stereo not given)	-9.7	0.4	7.3	-8.4	-4.3	3.7	-0.4	-10.3	-19.1
O=C1CSC(c2ccccc2[N+](=O)[O-])N1c1ccc(O)cc1 (stereo not given)	-15.7	0.0	-3.8	-8.0	-1.4	-18.9	1.2	15.5	0.9
COc1ccc(OC)c(NC(=O)C2CCCN(S(=O)(=O)c3cccc4nonc34)C2)c1 (stereo not given)	-2.0	9.9	-6.7	-7.9	21.6	5.9	1.1	-8.5	-13.1
Cc1ccc(S(=O)(=O)N2CCN(C(=O)COC(=O)COc3ccc(Cl)c(C)c3)CC2)c(C)c1	-0.7	3.1	2.8	-7.5	-5.6	7.6	0.1	1.3	·
COc1cc(NS(=O)(=O)c2c(C)oc3c(F)c(F)c(F)c(F)c23)cc(OC)c1OC	-2.4	0.9	3.7	-4.5	21.5	-4.9	3.4	7.6	3.8
COc1cc(/C=N/NC(=O)COc2c(C)cc([N+](=O)[O-])cc2C)ccc1OC(=O)c1ccccc1	-6.3	-0.2	3.8	-2.8	-19.3	-0.4	0.0	7.1	3.9
COCCNC(=O)C(c1ccccc1C)N(CCOC)C(=O)Cn1nnc2ccccc21 (stereo not given)	-3.6	5.8	5.9	0.1	-15.5	4.4	0.1	-27.9	-4.5
COc1cc(SC)ccc1C(=O)NCCOc1ccc(F)cc1	-4.4	0.1	7.7	-4.7	-6.8	4.7	1.7	-7.1	-19.0
O=C(COC(=O)c1ccccc1NC(=O)c1ccco1)NC1CC1	-1.1	8.7	-14.1	5.5	17.0	0.0	0.2	4.0	-25.8
COc1ccc(CC(=O)Nc2nnc(C(C)C)s2)cc1	-0.6	8.2	19.6	-14.0	-19.4	8.5	3.1	-11.8	·
O=C(Cc1c(F)cccc1Cl)N1CCN(C(=O)c2ccco2)CC1	-1.9	0.5	7.3	-9.1	2.3	3.7	0.6	-13.1	-6.8
O=C(Cn1nc(C(=O)O)c2ccccc2c1=O)Nc1cccc(S(=O)(=O)N2CCCCCC2)c1	4.2	10.1	12.9	-6.9	41.4	4.9	-0.8	-2.7	32.5*
CC(C)c1ccccc1NC(=S)NCc1nc2ccccc2[nH]1	-3.0	3.2	20.6	-8.7	15.0	2.7	2.9	-2.9	-11.4
O=C(NCc1ccc(F)cc1)c1cc(C2CCCCN2C(=O)c2ccc(Cl)cc2)on1 (stereo not given)	-6.4	6.4	10.5	-7.9	21.7	-7.7	4.5	-5.4	·
CCN(CC)c1ccc(NC(=O)CSc2ccsc2[N+](=O)[O-])c(C)c1	-10.9	-0.4	17.9	-9.6	-3.1	-25.2	1.6	0.5	-14.5
CNc1ccc(-c2cc(OC)ccc2OC)cn1	-7.8	0.2	29.0	-10.1	-4.9	9.6	0.2	-13.5	·
CCc1nn(C(C)C(=O)N2CC(C)CC(C)C2)c(=O)c2cc3occc3n12 (stereo not given)	0.7	0.7	19.5	-10.8	-7.9	6.1	7.1	-3.6	-23.8
COc1ccc(N2CCN(C(CNC(=O)C(=O)NCC3CCCO3)c3ccco3)CC2)cc1 (stereo not given)	-2.7	0.7	4.9	0.3	3.8	6.2	1.5	3.0	-15.8
Cn1c(N)c(C(=O)Nc2ccc3ccccc3c2)sc1=S	-1.4	11.4	-11.6	-2.4	15.8	1.7	0.1	-8.0	-2.4
CCC(=O)NC(c1ccc(OC)cc1)c1cc(Cl)c2cccnc2c1O (stereo not given)	0.5	20.0	8.1	-11.4	9.3	8.4	1.9	-7.8	-13.4
CCOC(=O)c1c(/N=C/C2=C(O)CC(C)(C)CC2=O)sc(C)c1C	-7.3	-1.2	7.2	-1.5	-2.0	6.6	-0.5	-9.2	-9.2
Cc1ccc(SCC(=O)OCC(=O)N(C)CC(=O)Nc2ccccc2Cl)cc1	0.4	6.2	-23.5	8.8	-25.0	3.8	0.2	12.2	-5.2
Cc1cccc(C)c1OCC(=O)N(Cc1ccc(Cl)cc1)C1CCS(=O)(=O)C1 (stereo not given)	-0.6	10.9	18.9	-5.8	-31.6	-0.3	2.3	-0.9	-3.2
Oc1[nH]c2ccc(Br)cc2c1N=Nc1ccc(F)cc1	-3.0	13.1	-0.4	-12.6	-3.1	6.2	1.3	-3.2	-8.6
CCN(CC(=O)Nc1ccc(NC(C)=O)cc1)C(=O)c1c(-c2c(F)cccc2Cl)noc1C	-4.0	-0.4	19.0	-19.4	-1.0	2.3	1.0	0.0	-15.7
Cc1ccc(CNC(=O)C2CCC(CNS(=O)(=O)c3cccs3)CC2)cc1 (stereo not given)	-8.4	-0.5	3.0	-12.7	19.4	-1.3	4.2	-1.3	1.3
O=C(O)c1cccc(S(=O)(=O)NCC2COc3ccccc3O2)c1 (stereo not given)	-0.3	6.6	14.1	-15.1	-20.1	3.5	1.0	-15.4	-7.3
O=S(=O)(c1cccs1)N1CCN(Cc2nc3ccccc3s2)CC1	-1.3	6.9	10.0	-1.5	-4.8	8.0	3.7	-12.7	-15.2
COc1cccc(NC(=O)CSc2nnc(Cc3cccn3C)n2-c2ccc(F)cc2)c1	1.0	2.5	-5.0	-0.2	-36.4	6.7	0.2	-14.5	-9.4
O=C(NNC(=O)c1cccc(-n2cnnn2)c1)c1ccccc1	-3.5	2.3	8.7	-16.0	-12.5	15.4	1.4	-10.5	-3.7
COc1ccc(C(OCC(O)CN2CCC(O)CC2)c2ccc(OC)cc2)cc1 (stereo not given)	-4.5	8.3	15.5	-8.4	-9.6	11.1	8.5	-8.6	-1.4
CCCCN(CCCC)CCCNC(=O)c1ccc2nc(-c3ccccc3NC(C)=O)c(=O)[nH]c2c1	-5.5	0.1	12.4	-7.7	16.4	1.1	-0.4	3.6	-3.6
CCn1ccnc1CNC(=O)c1ccc2oc(C(C)C)nc2c1	-6.5	1.4	9.7	-8.7	-16.6	-16.9	0.7	57.4*	-6.4
Cc1cccc(CN2CCC(C(=O)Nc3ccc(-n4nc(C)cc4C)cc3)CC2)n1	-5.6	1.2	4.7	-7.4	-5.7	6.7	0.6	-3.8	-13.9
O=C(Nc1ccc2c(c1)OCO2)Nc1ccc(Br)cn1	2.9	12.6	8.4	-11.1	11.1	11.5	0.3	-6.6	-20.4
O=S(=O)(c1cccc(COc2c(Cl)cccc2Cl)c1)N1CCOCC1	-3.5	-0.4	11.7	-11.2	-24.4	7.6	1.6	-14.8	-21.5
COc1cc(CNCCCN2CCOCC2)ccc1OCC(=O)NC(C)(C)C	-6.6	2.1	16.4	-12.6	-21.3	9.0	0.4	-1.8	-1.6
CN1CCN(Cn2cc(/C=C/C(=O)c3ccccc3)c3ccccc32)CC1	-2.3	·	13.2	-35.4	·	-0.8	1.6	-1.2	-13.4
Cn1cc(Cl)c(C(=O)NNC(=S)Nc2cccc(Cl)c2)n1	-6.8	2.2	23.6	-0.1	8.2	9.6	0.5	-5.8	-7.6
